Bioassay records: PubChem, National Center for Advancing Translational Sciences (NCATS)
DT40 TDP1 CPT: DT40-hTDP1 cell growth loss with CPT | 420,000 compounds, 12% hits | Potency, µM (doses to about 46.2 µM), inactives show top-dose activity change, negative = growth inhibition, hits mostly inhibitors | AID 686979 | chicken DT40 Tdp1-/-;hTDP1 cells + 20 nM CPT, ATP luminescence, 48 h; further: nearly all actives have a fitted effect of over 55% in size
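Chicken DT40 Tdp1-/- cells stably complemented with human TDP1 were seeded at 400 cells/well in medium containing 20 nM camptothecin, exposed to pin-transferred compounds, and grown at 37 °C for at least 48 hr. Viability was read as ATP luminescence.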
TDP1 inh: inhibitors of human tyrosyl-DNA phosphodiesterase TDP1. 350,000 compounds, 0.28% hits. recombinant TDP1, AlphaScreen DNA substrate cleavage. Q9NUW8. Potency, µM (highest dose often 130 µM), without a hit: top-dose activity change, negative = inhibition, most hits filed as inhibitors; further: nearly all actives have a fitted effect of over 40% in size
Target sequence (Q9NUW8 whole entry, looked up): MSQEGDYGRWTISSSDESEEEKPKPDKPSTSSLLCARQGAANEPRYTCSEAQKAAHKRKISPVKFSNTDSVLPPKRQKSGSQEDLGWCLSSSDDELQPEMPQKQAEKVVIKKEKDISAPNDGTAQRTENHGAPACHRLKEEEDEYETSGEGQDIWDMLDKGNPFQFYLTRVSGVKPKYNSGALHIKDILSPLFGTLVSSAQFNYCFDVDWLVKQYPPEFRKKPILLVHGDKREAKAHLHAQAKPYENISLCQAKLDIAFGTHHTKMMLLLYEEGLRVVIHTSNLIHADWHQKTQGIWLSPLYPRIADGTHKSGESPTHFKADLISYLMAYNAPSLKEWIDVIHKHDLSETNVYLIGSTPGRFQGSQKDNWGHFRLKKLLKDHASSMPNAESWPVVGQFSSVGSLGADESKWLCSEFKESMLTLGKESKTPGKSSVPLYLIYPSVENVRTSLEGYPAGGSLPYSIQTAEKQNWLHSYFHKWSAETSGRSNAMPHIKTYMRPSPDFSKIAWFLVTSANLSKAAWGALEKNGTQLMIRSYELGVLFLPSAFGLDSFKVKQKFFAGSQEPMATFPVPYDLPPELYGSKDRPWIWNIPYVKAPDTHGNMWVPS
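Here, a 5' biotin and 3' phosphotyrosine-FITC DNA oligonucleotide reports Tdp1 activity: intact substrate bridges AlphaScreen beads, while cleavage leaves a 3' phosphate and drops signal. All incubations at room temperature.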
DT40 TDP1 no CPT: qHTS for Inhibitors of human tyrosyl-DNA phosphodiesterase 1 (TDP1): qHTS in cells in absence of CPT; DT40 Tdp1-/- hTDP1 cells, no CPT, ATP luminescence, 48 h; Potency, µM (doses to about 46.2 µM), without a hit: at the top dose activity change, negative = growth inhibition, most hits filed as inhibitors; 420,000 compounds, 15% hits; AID 686978, 2013; further: nearly all actives have a fitted effect of over 55% in size
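Growth kinetics read by CellTiter-Glo luminescence after ≥48 hr at 37 °C. Cells: DT40 Tdp1-/- stably carrying human TDP1, 400 per well, compound exposure in the absence of CPT (DMSO vehicle).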
Starred values were filed as active, the others as inactive; ? = inconclusive; . = not tested or not shown; & = joins results of further samples; ! = not active in a repeat; [ ] = remark or other dose. The call rests on the fitted dose curve; in most records, active means well fitted curve in the direction sought with a large enough effect; inconclusive means small, poorly fitted or top-dose-only effect, or another doubt; inactive means no such curve, though single readings can be large; an effect the other way counts as inactive or inconclusive. On the % scale 0 is the no-effect control and ±100 the full control effect; potency means the concentration at half of the fitted maximal effect. Outcome played no part in choosing rows, and some 18% of all compounds hit somewhere here.

SMILES,DT40 TDP1 CPT,TDP1 inh,DT40 TDP1 no CPT
COc1cccc(CN2CCNC(=O)C2CC(=O)NCCOc2cccnc2)c1OC (centres undefined),5.6%,0.0%,14.6%
O=C(OCC(=O)N1CCCc2ccccc21)c1cc(Cl)ccc1O,-14.6%,2.8%,12.6%
Cn1cnnc1SCc1ccc(C(=O)N=Nc2c(O)n(Cc3ccc(Cl)cc3)c3ccccc23)cc1,20.6µM*,8.9%,10.3µM*
COCCN(C(=O)CCC(=O)Nc1nccs1)C(C(=O)NC(C)(C)C)c1ccc(C)cc1 (centres undefined),3.7%,.,-19.3%
CC1=C(C(=O)Nc2ccccn2)C(c2ccc(Br)cc2)n2ncnc2N1 (centres undefined),-6.4%,4.9%,-10.1%
COc1cc(OC)cc(C(=O)Nc2cccc(NC(=O)c3cc(OC)cc(OC)c3)n2)c1,?,.,?
O=S(=O)(Nc1ccccc1)N1CCCCC1,-3.4%,.,-7.9%
C/C=C\C(=O)Nc1cccc(C2=NOC3(C2)C[C@H](C(N)=O)N(C(=O)[C@H]2CCC(=O)N2)C3)c1 (some centres undefined),-15.4%,2.4%,1.3%
Cc1ccc2occ(-c3cc(-c4ccccc4)nc4c3COc3ccccc3-4)c(=O)c2c1,-28.1%,3.2%,?
Cc1ccc2oc(-c3ccc(C)c(NC(=O)Cc4cccs4)c3)nc2c1,-2.6%,-3.0%,-0.3%
Cc1ccc(-n2cccn2)c(CN2CCCC(CNC(=O)c3ccc(F)cc3)C2)c1 (centres undefined),?,-1.2%,11.6µM*
COc1ccc(-c2noc(CNC(=O)COc3cccc(C)c3C)n2)cc1,?,2.5%,20.6µM*
COc1ccc(NC(=O)N2CCC3(CC2)CCN(S(=O)(=O)c2ccccc2)CC3)cc1,-7.6%,.,?
Cc1ccc(C(=O)O)cc1NC(=O)CCc1ccccc1,?,-2.6%,?
COc1cc(NC(=O)C2CC(c3ccccc3O)=NO2)cc(OC)c1OC (centres undefined),-21.4%,.,?
Cc1ccc(NC(=S)N(CCCN2CCOCC2)Cc2ccccn2)cc1,-2.5%,2.7%,-3.2%
CN(CC(=O)Nc1ccc(Cl)c(C(F)(F)F)c1)C(=O)c1ccc2c(c1)NC(=O)CS2,?,0.1%,23.1µM*
CC(C)(C)NC(=O)COc1ccc(CNCc2cccs2)cc1,?,3.9%,-22.3%
COc1cc(C(=O)COC(=O)c2cc([N+](=O)[O-])ccc2N2CCOCC2)ccc1OC(F)F,?,.,?
O=C(CSc1nc2ncc(Br)cc2[nH]1)c1cccc([N+](=O)[O-])c1,-4.9%,6.9%,-16.3%

Next section:
SMILES,DT40 TDP1 CPT,TDP1 inh,DT40 TDP1 no CPT
O=C(Nc1ccccc1)Nc1cccc2nsnc12,?,8.4%,?
CCCNC(=O)CS(=O)(=O)c1ccccc1,-0.1%,.,3.7%
CC(=O)NCCNc1nc2cc(-c3ccc(Cl)cc3C)sc2c(=O)n1C,?,.,?
O=C(NCc1ccccc1)C(c1ccccc1F)n1c(=O)c(-c2ccco2)nc2ccccc21 (centres undefined),?,.,20.6µM*
O=S(=O)(CCSc1nc2ccccc2o1)c1nc2ccccc2s1,4.11µM*,2.2%,3.66µM*
Cc1cc(C)nc(N/N=C/c2ccccc2OCc2ccc(Cl)cc2)n1,16.4µM*,4.1%,?
COc1ccc(C2=C/C(=C/c3cccnc3)C(=O)O2)cc1OC,-25.5%,0.6%,-13.4%
CC1=C(C(=O)N2CCOCC2)CC(CC(=O)NCc2cccs2)C(=O)N1Cc1ccccc1 (centres undefined),-1.0%,.,13.6%
O=C(CCNS(=O)(=O)c1ccc2c(c1)CCN2C(=O)C1CC1)N1CCN(c2cccc(Cl)c2)CC1,5.8µM*,4.4%,9.2µM*
O=C(N/N=C/c1c[nH]c2ccc(Br)cc12)c1ccc2c(c1)OCO2,?,4.6%,?
CCn1cc([N+](=O)[O-])c(C(=O)N2N=C(c3ccc(O)c(OC)c3)CC2c2ccccc2O)n1 (centres undefined),?,3.8%,?
CCOC(=O)Cc1nnc(NCc2ccccc2)c2ccccc12,-25.8%,.,-1.2%
Cc1ccccc1C(=O)Nc1sc2c(c1C(=O)N1CCCCC1)CCC(C(C)(C)C)C2 (centres undefined),-14.6%,.,?
CCc1nn(C(C)C(=O)N2CCc3ccccc3C2)c(=O)c2cc3occc3n12 (centres undefined),-11.8%,0.0%,-21.5%
Oc1cccc(/C=N/Nc2cccc3cccnc23)c1,?,8.5%,?
CCCN(C)C1CN(Cc2cn(Cc3ccc(Cl)cc3)nn2)S(=O)(=O)C1 (centres undefined),3.0%,.,1.2%
Clc1ccc(OCCSc2ncccn2)c2ccccc12,-21.0%,.,-18.5%
O=C(NS(=O)(=O)Nc1ccccc1)C1=C(N2CCCC2)COC1=O,-3.2%,1.9%,-11.8%
Oc1ccc(Cl)cc1-c1cc(-c2ccccc2Cl)[nH]n1,-14.9%,5.2%,-18.3%
COc1ccc(/C=N/NC(=O)c2[nH]c3ccc(C)cc3c2-c2ccccc2)c(C(=O)O)c1OC,3.7%,.,2.9%

Next results:
SMILES,DT40 TDP1 CPT,TDP1 inh,DT40 TDP1 no CPT
CCc1ccc(NC(=O)COC(=O)/C(=C/c2ccccc2OC)c2ccccc2)cc1,-2.4%,1.9%,?
COc1ccc(Br)cc1C(=O)NC(=S)Nc1c(C)n(C)n(-c2ccccc2)c1=O,-3.2%,.,-24.8%
CCCCCN(C(=O)CCCSc1nncs1)c1c(N)n(CCCC)c(=O)[nH]c1=O,9.3%,-1.2%,-10.6%
CCOc1ccc(/C=N/NC(=O)Cc2csc(Nc3cccc(C(F)(F)F)c3)n2)c(OCC)c1,?,7.4%,?
CCn1ncc(S(=O)(=O)NCc2ccco2)c1C,2.9%,?,9.7%
COc1ccc(S(=O)(=O)N(C)C[C@H]2OCCCC[C@H](C)Oc3ccc(NC(=O)Nc4ccc(F)cc4)cc3C(=O)N([C@H](C)CO)C[C@H]2C)cc1,?,.,-11.3%
Cc1ccc(C(=O)CCC(=O)OCC(=O)NNC(=O)c2ccc([N+](=O)[O-])cc2)cc1,-17.6%,-0.2%,-16.1%
COC1OC(c2ccccc2)=C(c2cnc(N)nc2)c2ccc(F)cc21 (centres undefined),-10.0%,.,-7.2%
N=C1/C(=C\c2ccc(OC(=O)c3ccco3)cc2)C(=O)N=C2SC=NN12,-3.5%,-4.6%,9.6%
CC(C)C(OC(=O)/C=C/c1ccc2c(c1)OCO2)C(=O)NC(N)=O (centres undefined),17.3%,0.0%,-13.5%
Cc1ccc(C(=O)N/C(=C/c2ccco2)C(=O)N2CCOCC2)cc1,-15.2%,2.3%[0.0935 µM],-0.8%
COC(=O)c1ccc(C(=O)OC)c(NC(=O)COC(=O)CC2CC3CCC2C3)c1 (centres undefined),?,-0.5%,23.1µM*
O=c1cc(/C=C/c2ccccc2)oc2ccccc12,16.4µM*,0.0%,?
C=CCOc1ccc2c(c1)c(S(=O)(=O)c1ccc(C)cc1)cn2COC,?,5.1%,-12.0%
Cc1ccc(NC(=O)c2ccc(C#CC3(O)CCCCC3)cc2)cc1C,23.1µM*,5.3%,16.4µM*
O=[N+]([O-])c1ccc(/C([O-])=C(/C(=S)Nc2ccccc2F)[n+]2ccccc2)cc1,7.8%,7.0%,?
O=C(CCc1nnc2ccc(NCc3ccco3)nn12)Nc1cccc(F)c1,-14.3%,3.8%,4.2%
CCOC(=O)/C=C1\Nc2ccccc2OC1=O,8.2µM*,5.4%,10.3µM*
Cc1cc(N(C)C)cc(C)c1C=O,-6.9%,.,-0.3%
COCC(=O)N1CCC(Oc2ccc(C(=O)NCc3cc(C)n(C)n3)cc2)CC1,0.2%,1.2%,-4.8%

Single values from the results shown:
Result of `O=S(=O)(Nc1ccccc1)N1CCCCC1` under DT40 TDP1 CPT: -3.4%
Result of `Oc1ccc(Cl)cc1-c1cc(-c2ccccc2Cl)[nH]n1` under TDP1 inh: 5.2%
Result of `COC(=O)c1ccc(C(=O)OC)c(NC(=O)COC(=O)CC2CC3CCC2C3)c1` (centres undefined) under DT40 TDP1 no CPT: 23.1µM*

The list continues.
SMILES,DT40 TDP1 CPT,TDP1 inh,DT40 TDP1 no CPT
Cc1nc(C)c(-c2csc(Nc3ccc(N)cc3)n2)s1,?,.,16.4µM*
O=C1c2ccccc2-c2ncnc3c(N4CCOCC4)cc(N4CCOCC4)c1c23,?,7.9%,10.3µM*
CC(OC(=O)c1ccc(Cl)cc1O)C(=O)NCCC1=CCCCC1 (centres undefined),-9.5%,-3.2%,-14.0%
CCN(CC)S(=O)(=O)c1ccc(N/N=C/c2ccccc2OCC(=O)O)c([N+](=O)[O-])c1,3.5%,-2.5%,-1.1%
CCOC(=O)c1c(C)[nH]c(O)c1C=Nc1ccc(C(F)(F)F)cc1,?,4.0%,?
COc1ccc(C(CNC(=O)CNC(=O)c2cccc(C)c2)N2CCCCC2)cc1 (centres undefined),-34.1%,.,-3.7%
S=c1[nH]nc(NCCc2ccccc2)s1,-3.4%,9.6%,-27.9%
CCCCNC(=O)CSc1nc2ccc(N3CCOCC3)cc2c(=O)n1CCc1ccccc1,?,4.1%,?
COc1ccc(-c2nc3n(c2C)CCC3)cc1,-0.3%,0.0%,-28.0%
COC(=O)c1sc(NC(=S)NC(=O)c2ccc(C)cc2)nc1C,-1.2%,2.5%,-26.1%
Cc1ccccc1OCC(=O)Nc1ccc(C(=O)Nc2ccccc2C(=O)O)cc1,-20.2%,3.8%,3.1%
O=C(Nc1ccc(F)c(F)c1)c1ccco1,-20.6%,8.3%,0.3%
Cc1ccccc1-n1c(=O)n(Cc2ccco2)c(=O)c2[nH]cnc21,-14.8%,.,2.3%
S=c1[nH]nc(-c2cc(-c3ccco3)[nH]n2)n1-c1cccc2ccccc12,-6.7%,7.7%,?
COc1cc(N=Nc2ccccc2C(=O)O)ccc1O,-14.2%,-1.4%,-24.3%
COc1ccc(-c2ccc(=N)n(CCCC(=O)O)n2)cc1,-6.1%&-4.8%&-2.8%,8.5%,0.0%&-4.7%&1.8%
CCc1ccc2oc(-c3ccc(NC(=O)c4cccc(Cl)c4Cl)cc3)nc2c1,?,-1.0%[2.28 µM],?
O=C1N/C(=N\N=C\c2cccs2)SC1Cc1cccc(Cl)c1 (centres undefined),11.6µM*,-5.3%,10.3µM*
O=C(C(=S)N1CCOCC1)c1c[nH]c2ccccc12,9.3%,5.5%,-3.7%
CC(C)(C)c1ccc(CNC(=O)C2CCCN2C(=O)Nc2ccccc2)cc1 (centres undefined),11.1%,.,-20.5%

Next part
SMILES,DT40 TDP1 CPT,TDP1 inh,DT40 TDP1 no CPT
CSCC[C@H](NC(=O)C1CCN(S(=O)(=O)c2ccc(C)cc2C)CC1)c1nc2ccccc2[nH]1,?,2.9%,?
O=C(CSC1=NNC(c2ccccn2)S1)Nc1cccc(Cl)c1 (centres undefined),1.84µM*,.,1.84µM*
O=C(NCC1CCCN(C(=O)c2cc(Cl)ccc2F)C1)c1ccc(F)cc1 (centres undefined),-17.5%,3.5%,?
COc1cc2c(cc1OC)C(COc1ccc3c(C)cc(=O)oc3c1)N(C(=O)c1cccc(OC)c1OC)CC2 (centres undefined),?,-5.9%,23.1µM*
CN(C)C(CNC(=O)c1cccc(S(=O)(=O)N(C)C)c1)c1ccccc1 (centres undefined),-20.5%,4.9%,-7.2%
Cc1ccc(CN2C(=O)C(O)(CC(=O)c3ccc(C)cc3)c3ccccc32)cc1 (centres undefined),5.8µM*,.,2.59µM*
O=S(=O)(Nc1cccc(-c2ccc(N3CCCCC3)nn2)c1)c1cccc(F)c1,-24.0%,4.1%,-29.4%
CCCCN1C(=O)C(CC(=O)NCCc2ccccn2)CC(C(=O)N(C)C)=C1C (centres undefined),-1.5%,.,9.3%
Cc1cccc2sc(N(CCCN(C)C)C(=O)c3ccc(Cl)s3)nc12,23.1µM*!,1.2%&1.2%,?

Sorted by molecular weight (high to low): 3 of the compounds above
SMILES,DT40 TDP1 CPT,TDP1 inh,DT40 TDP1 no CPT
COc1cc2c(cc1OC)C(COc1ccc3c(C)cc(=O)oc3c1)N(C(=O)c1cccc(OC)c1OC)CC2 (centres undefined),?,-5.9%,23.1µM*
CSCC[C@H](NC(=O)C1CCN(S(=O)(=O)c2ccc(C)cc2C)CC1)c1nc2ccccc2[nH]1,?,2.9%,?
O=S(=O)(Nc1cccc(-c2ccc(N3CCCCC3)nn2)c1)c1cccc(F)c1,-24.0%,4.1%,-29.4%
